Integrin act MD = activates integrin-mediated alleviation for muscular dystrophy. alpha7betagal myoblasts, beta-gal FDG fluorescence, 48 h. Potency, µM (doses to about 38.3 µM), without a hit: at the top dose activation, hits mostly activators. 0.064% of 350,000 active;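 also: potency is read from the fitted curve at half-maximal effect; 100% = response of the positive control SU9516; nearly all actives have a fitted effect of over 60% in size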
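Alpha7betagal+/- myoblasts (passage 13) were plated 16-24 hr, then exposed to compounds (1:260 dilution of DMSO stock) for 48 hours at 37C. After MPER lysis, β-galactosidase reporter activity was read as FDG fluorescence (ex 480/em 540) after 30 minutes.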
PTAP TSG101 blk = blocks PTAP/TSG101 interaction to inhibit HIV-1 budding. Potency, µM (highest dose often 115 µM), without a hit: at the top dose activity change, negative = inhibition, most hits filed as inhibitors. Q99816. Fluorescence polarization, FITC-PTAP peptide / Tsg101 binding. 340,000 tested, under 10 active; active = well fitted inhibition curve with a large enough effect in the main read-out, with a control signal flat, not every such curve was filed as active; inconclusive = small, poorly fitted or top-dose-only effect, or effect the other way, or a change in a side signal; inactive = no such curve, though single readings can be large or run the other way; also: potency is read from the fitted curve at half-maximal effect; % of control where 0% means no effect
Target sequence (Q99816 whole entry, looked up): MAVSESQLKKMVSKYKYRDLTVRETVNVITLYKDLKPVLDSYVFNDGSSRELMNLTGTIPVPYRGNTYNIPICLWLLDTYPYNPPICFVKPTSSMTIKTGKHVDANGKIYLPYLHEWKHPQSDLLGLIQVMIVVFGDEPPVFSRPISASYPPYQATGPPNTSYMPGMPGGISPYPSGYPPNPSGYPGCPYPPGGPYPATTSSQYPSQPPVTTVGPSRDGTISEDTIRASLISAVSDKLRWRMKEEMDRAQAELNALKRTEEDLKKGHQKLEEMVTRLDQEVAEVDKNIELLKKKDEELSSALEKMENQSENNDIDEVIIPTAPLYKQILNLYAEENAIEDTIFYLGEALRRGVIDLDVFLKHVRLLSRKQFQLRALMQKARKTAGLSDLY
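Steps: Tsg101 binding domain dispensed (10 uM final), compounds pinned in DMSO, FITC-labeled PTAP-motif peptide added (50 nM final); after 20 min binding at room temperature, polarization measured.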
ELG1 genotoxic = induces genotoxicity in HEK293T cells with luciferase-tagged ELG1; HEK293T ELG1-luciferase reporter, luminescence, 16 h; Potency, µM (doses to about 46 µM), inactives show at the top dose activity change, positive = activation, actives largely listed as activators; 1.3% of 330,000 active; also: potency is read from the fitted curve at half-maximal effect; % of control where 0% means no effect; nearly all actives have a fitted effect of over 60% in size
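Cells (2,000/well) expressing the ELG1-luciferase fusion are dosed by pin tool and kept 16 hr at 37 °C, 5% CO2. Signal comes from ONE-Glo luciferase reagent after 30 min at room temperature.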
B2AR arrestin = agonists driving beta-arrestin recruitment to human beta2-adrenergic receptor; beta-arrestin recruitment to beta2AR, cell-based reporter; Potency, µM (top dose mostly 46.1 µM), without a hit: top-dose activation, most hits filed as activators; 0.02% of 330,000 active; AID 492947;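 also: potency is read from the fitted curve at half-maximal effect; 0% = DMSO controls and full agonism = EC100 isoproterenol or metaproterenol; nearly all actives have a fitted effect of over 65% in size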
ASM inhibitor = inhibitors of human secretory acid sphingomyelinase; placental ASM, HMU-PC fluorogenic substrate, 60 min; Potency, µM (series often up to 57.5 µM), inactives show at the highest dose activity change, negative = inhibition, usual class: inhibitors; 0.006% of 340,000 active; also: potency is read from the fitted curve at half-maximal effect
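Human placenta-derived ASM preincubated with compound 10 min at room temperature, then reacted with 9 uM (final) fluorogenic HMU-PC substrate for 60 min at 37 C. Stop solution raises pH to 10; fluorescence read at Ex 386/Em 447 nm.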
BRCA1 expr up = BRCA1 expression activation | Potency, µM (series often up to 46.1 µM), for the others: at the highest dose activation, hits mostly activators | MCF7-BRCA1-FFLuc reporter, luminescence, 48 h; response scale: scaled: vehicle 0%, 10 µM genistein 100% | AID 624202 | 1.1% of 380,000 active; also: potency is read from the fitted curve at half-maximal effect; nearly all actives have a fitted effect of over 80% in size; some results filed as inactive show a strong effect at the top dose
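Luminescence from a BRCA1-driven firefly luciferase in MCF7 cells was read after 48 h compound exposure at 37 C. Data normalized against DMSO and a 10microM genistein activation control, then curve-fitted across the titration.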
TRPV1 ag = activates the human vanilloid receptor TRPV1; Q8NER1; TRPV1-expressing cells, Fluo-8 calcium influx, agonist mode; activation, % at 8.33 µM; 0.19% of 320,000 active; AID 540275; in the data active = activation above about 80%; inconclusive = between about 30% and that limit; also: 0% is about no effect
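Cells expressing TRPV1 were dye-loaded with Fluo-8 and read kinetically: 10 s baseline, 3 min after compound (agonist portion), then 2 min after EC20 capsaicin (allosteric enhancer portion). Calcium-bound dye fluorescence at 480/520 nm.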
Eya2 phos inh = inhibitors of human Eya2 phosphatase activity; O00167; recombinant Eya2, OMFP fluorescence dephosphorylation (OMFP is methylfluorescein phosphate); Potency, µM (doses to about 76.9 µM), without a hit: at the top dose activity, negative = inhibition, actives largely listed as inhibitors; 0.006% of 330,000 active; also: potency is read from the fitted curve at half-maximal effect; % is scaled to controls: 0 for no effect and ±100 for the full control effect
Target sequence (O00167 whole entry, looked up): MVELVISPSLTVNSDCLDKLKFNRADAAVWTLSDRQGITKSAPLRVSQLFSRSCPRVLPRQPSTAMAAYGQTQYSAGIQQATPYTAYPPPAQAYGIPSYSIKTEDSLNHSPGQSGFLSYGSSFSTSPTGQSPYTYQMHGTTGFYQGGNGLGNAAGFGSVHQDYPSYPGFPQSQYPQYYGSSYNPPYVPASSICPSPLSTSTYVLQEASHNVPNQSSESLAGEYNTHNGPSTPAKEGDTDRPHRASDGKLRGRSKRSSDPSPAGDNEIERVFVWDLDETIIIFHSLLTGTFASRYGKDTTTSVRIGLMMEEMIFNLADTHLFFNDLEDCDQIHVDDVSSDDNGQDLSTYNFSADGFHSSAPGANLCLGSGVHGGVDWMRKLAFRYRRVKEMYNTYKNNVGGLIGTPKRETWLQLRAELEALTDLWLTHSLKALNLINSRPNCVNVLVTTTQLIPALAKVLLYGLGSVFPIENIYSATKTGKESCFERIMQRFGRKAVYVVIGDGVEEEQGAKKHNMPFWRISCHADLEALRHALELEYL
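Eya2 protein (added as 0.2 uM solution) was preincubated with compound for 10 min at ambient temperature in 50 mM HEPES pH 7.5, 50 mM NaCl, 5 uM MgCl2, 0.05% BSA, 1 mM DTT. OMFP (added at 50 uM) then reacted 10 min; fluorescence read at 485/525 nm.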
p53 reactivator = mutant p53 re-activation in reporter cells | Potency, µM (doses to about 92.2 µM), without a hit: top-dose activity change, positive = activation, actives largely listed as activators | 0.063% of 320,000 active | H1299 p53-A138V BP100-luciferase reporter, luminescence, 24 h; also: potency is read from the fitted curve at half-maximal effect; % of control where 0% means no effect; nearly all actives have a fitted effect of over 45% in size
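H1299 (p53-null), stable ts p53-A138V + BP100-Luc; 1000 cells/well, Opti-MEM/10% FBS; cpd 4 pt, 1:5; 24 h, 37 deg C, 5% CO2; detection reagent 10 min RT; luminescence.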
uPA generation = blocks generation of uPA at the cell surface; cell surface uPA generation assay, qHTS; Potency, µM (highest dose often 38.3 µM), for the others: at the top dose activity change, negative = inhibition, hits mostly inhibitors; 0.31% of 330,000 active; active = well fitted inhibition curve with a large enough effect; inconclusive = small, poorly fitted or top-dose-only effect; inactive = no such curve, though single readings can be large or run the other way; tested in mouse RAW 264.7 cells; also: potency is read from the fitted curve at half-maximal effect; % is scaled to controls: 0 for no effect and ±100 for the full control effect; nearly all actives have a fitted effect of over 55% in size
USP2a inh = inhibitors of human ubiquitin-specific protease USP2a | O75604 | USP2 core, Ub-CHOP2 coupled fluorogenic reporter, 485/531 | Potency, µM (top dose mostly 38.3 µM), without a hit: at the highest dose activity change, negative = inhibition, actives largely listed as inhibitors | 0.01% of 330,000 active;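 also: potency is read from the fitted curve at half-maximal effect; plate controls were DMSO wells for no effect and full inhibition by NEM control for full effect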
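USP2 core (10nM final) preincubated 30min RT with compound in 20mM Tris-HCl pH 8.0, 2mM CaCl2, 2mM beta-mercaptoethanol, 0.05% CHAPS; 25nM Ub-CHOP2 plus 25nM reporter substrate added, fluorescence (Ex485/Em531) read after 60min.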
* = called active by the depositor; ? = inconclusive; · = no result given; [ ] = dose if it differs, or a comment. Unless noted, calls follow the shape of the dose curve; as a rule, active = well fitted curve in the direction sought with a large enough effect; inconclusive = small, poorly fitted or top-dose-only effect, or another doubt; inactive = no such curve, though single readings can be large; an effect the other way counts as inactive or inconclusive.

SMILES | Integrin act MD | PTAP TSG101 blk | ELG1 genotoxic | B2AR arrestin | ASM inhibitor | BRCA1 expr up | TRPV1 ag | Eya2 phos inh | p53 reactivator | uPA generation | USP2a inh
COc1ccc(S(=O)(=O)NC2CC3CCC2C3)cc1 (stereo not given) | 0.0% | -0.2% | -1.0% | -0.5% | 1.0% | 39.1% | 2.3 | -2.8% | · | -0.1% | 0.0%
COc1ccc(Cn2c(C)ccc2C)cc1 | -46.8%[inhibitor] | -1.8% | 9.0% | 0.1% | -10.1% | 2.0% | -6.9 | 3.9% | 1.1% | -2.3% | -1.6%
COc1ccc(CCNC(=O)CSC2=NS(=O)(=O)c3ccccc3N2)cc1OC | 9.8% | -0.9% | 0.4% | 0.0% | 5.6% | 17.7% | 1.2 | -9.1% | 2.0% | 3.8% | -1.1%
NC(=O)N/N=C/c1cn(-c2ccccc2)nc1-c1cccnc1 | -29.8% | -4.8% | 6.2% | -0.4% | 1.9% | 2.5% | -1.1 | 6.1% | 3.5% | ? | 2.1%
O=C1Cc2ccccc2C(=O)N1OCc1ccc(Cl)cc1 | 10.6% | -6.6% | 3.8% | -0.2% | 3.9% | -69.4% | 6.3 | 5.5% | -1.2% | 5.0% | 0.6%
CC(=O)CSc1nnc(-c2ccc(S(=O)(=O)N3CCCC3)cc2)n1C | 7.3% | -4.9% | -0.5% | -0.4% | 1.2% | 0.0% | -1.9 | 4.9% | -2.1% | 1.1% | -0.3%
CC(C)Cc1nnc(NC(=O)c2cc3c(s2)CCC3)s1 | 4.7% | 0.2% | 16.7% | 0.3% | 166.6%[activator] | ? | 4.4 | ? | 12.3% | 2.0% | 6.0%
O=C(OC1CCOC1=O)C1CCN(S(=O)(=O)c2ccccc2)CC1 (stereo not given) | -16.4% | -1.7% | -1.5% | 0.0% | 1.7% | -7.2% | 3.2 | -4.2% | 2.6% | -49.4% | 1.8%
CCOC(=O)/C(C#N)=C/N=c1ccc(C)cn1C | ? | -1.4% | ? | -0.5% | 41.3%[activator] | ? | · | -25.8% | 12.5% | -1.1% | 6.7%
Cc1ccc(S(=O)(=O)N2CCC(C(=O)NCCCOC(C)C)CC2)cc1 | 30.5% | -5.3% | -0.2% | 5.0% | -0.9% | 8.3% | -0.8 | 10.0% | -2.8% | 13.3% | -10.9%
CS(=O)(=O)N1N=C(c2ccco2)CC1c1ccccc1 (stereo not given) | -22.5% | -1.5% | 4.0% | -0.4% | -0.8% | 2.3% | 0.1 | -11.4% | -4.4% | 4.6% | -7.0%
COC(=O)CN1C(=O)COc2ccc(S(=O)(=O)NCc3ccc(Cl)cc3)cc21 | ? | 3.1% | -0.1%[9.26 µM] | -0.2% | 0.2% | 1.7% | -3.9 | 5.9% | -7.6% | -4.7% | 0.4%
CCN1CCN(CC(=O)Nc2cc(S(=O)(=O)N3CCCCC3)ccc2Cl)CC1 | -6.4% | -0.5% | -0.8% | -0.5% | -0.9% | -16.4% | · | 5.9% | 5.2% | 0.9% | -8.2%
CC1(C)CC2CC(C)(CN2S(=O)(=O)c2ccccc2[N+](=O)[O-])C1 (stereo not given) | -10.4% | -3.7% | -1.0% | -0.1% | -1.9% | -3.3% | · | -9.7% | 0.0% | 8.1% | 3.4%
CC(=O)c1nnn(-c2ccc([N+](=O)[O-])cc2)c1C | -1.4% | -6.8% | 1.9% | -0.1% | -0.9% | -11.5% | -6.5 | 5.4% | 3.1% | 8.9% | -5.3%
Cc1cccc(NC(=O)CSc2nnc(CCCCCNC(=O)OC(C)(C)C)o2)c1C | -48.1%[inhibitor] | -2.9% | 0.2% | -0.5% | 1.6% | -6.5% | -1.1 | -8.1% | -4.2% | -2.1% | 2.4%
O=C(Oc1ccc2[nH]cc(CCN3C(=O)c4ccccc4C3=O)c2c1)c1ccco1 | 25.9% | -2.6% | 1.9% | 0.1% | -18.3% | 46.1% | 1.7 | -5.1% | -15.7% | 0.0% | -5.0%
O=C(CSc1ccc(-c2ccco2)nn1)N1CCCC1 | ? | 4.3% | 2.1% | 3.1% | -3.6% | 11.5% | -0.7 | -6.1% | 2.7% | 0.0% | -0.7%
COC(=O)c1ccccc1NC=C1C(=O)OC2(CCCCC2)OC1=O | -7.4% | -3.9% | 2.0% | 0.2% | 1.3% | 0.1% | -0.4 | 0.0% | 0.9% | -1.9% | -0.2%
COc1ccc2nc(C)cc(SCC(=O)N/N=C/c3ccc(O)cc3O)c2c1 | -20.5% | -3.1% | 11.5% | 0.2% | -1.8% | -97.9% | 19.6 | 3.2% | 12.0% | -11.4% | 1.5%
O=C(Nc1nc(-c2nc3ccccc3s2)cs1)c1ccc(S(=O)(=O)N2CCOCC2)cc1 | -41.7% | -1.4% | -13.1% | 0.0% | ? | -40.1% | -0.1 | -8.2% | ? | -19.4% | 2.0%
CC(=O)N1c2ccc(S(=O)(=O)N3CCCC(C(=O)NCc4ccccc4Cl)C3)cc2CC1C (stereo not given) | -28.5% | -9.8% | -2.8% | 0.2% | -3.3% | -33.8% | 0.8 | 6.7% | -1.4% | 2.1% | -1.0%
CSCCC1NC(=O)N(CC(=O)Nc2ccc(N3CCCCC3)cc2)C1=O (stereo not given) | -24.7% | -7.1% | 0.6% | 0.4% | -1.6% | 27.1% | -1.6 | -14.5%[15.4 µM] | 8.1% | 5.7% | 2.1%
CCn1c(COc2cccc(OC)c2)nnc1SCC(=O)N1CCOCC1 | -17.6%[7.66 µM] | -3.8% | -4.4% | 0.4% | 1.5% | -0.3% | -2.1 | -19.3% | 0.7% | · | 3.2%
O=C(CSc1nnc(CNC(=O)c2ccccc2F)o1)c1ccc(Cl)cc1 | -19.5% | -4.7% | -0.3% | 0.0% | -4.1% | 1.5% | -1.2 | -40.0% | -7.1% | 4.4% | 4.0%
Cn1c(SCC(=O)c2cc3ccccc3o2)nnc1-c1ccccc1 | -25.5% | -1.6% | -5.7% | -0.1% | -0.3% | 10.6% | 13.2 | 4.3% | 4.6% | ? | -0.2%
Cc1ccc(-c2noc(=O)n2CC(=O)Nc2ccc(S(=O)(=O)NC3CC3)cc2)cc1 | -5.6% | -6.3% | -0.7% | 0.1% | -6.9% | -44.5% | 2.3 | -30.3% | -2.2% | -4.1% | -7.8%
CN(Cc1ccccc1)C(=O)CCNC(=O)Cn1cnc2ccccc2c1=O | 0.3% | -4.3% | -2.8% | -0.6% | 0.2% | 4.1% | -0.4 | -8.5% | -3.8% | 1.4% | 0.4%
O=C(CCC1CCCC1)NNC(=O)c1ccccc1O | -18.6% | -3.9% | 4.5% | 0.1% | 3.5% | -32.1% | -5.0 | 0.4% | -0.9% | 14.2% | 2.7%
CC(O)(CS(=O)(=O)Cc1ccccc1)c1ccccc1Cl (stereo not given) | 4.0% | -2.2% | -2.8% | 0.1% | -2.9% | 5.7% | 25.3 | -5.3% | -3.0% | -0.9% | -2.2%
Cc1cccc(N2CCN(S(=O)(=O)c3ccc4c(c3)NC(=O)CS4)CC2)c1C | -21.8% | 0.2% | -3.4% | -1.0% | ? | -17.0% | ? | 4.6% | -8.7% | 4.2% | -0.8%
O=C(/C=C/c1ccc([N+](=O)[O-])cc1)OCc1cnc(-c2ccccc2)o1 | 16.6% | -1.2% | 9.1% | -0.4% | 1.2% | -5.5% | 2.5 | 5.4% | 0.9% | 5.3% | 5.4%
Cc1cc(C)c2c(n1)SCC(=O)N2CC(=O)NCCC1=CCCCC1 | 0.0% | -0.1% | -0.5% | -0.5% | 3.3% | -15.4% | 9.4 | -8.7% | -0.6% | 14.6% | -2.1%
COc1ccc(NC(=S)NC(=O)C2CCC2)cc1 | -7.9% | 0.1% | ? | -0.8% | -0.2% | ? | 1.0 | -5.3% | ? | -2.7% | 1.0%
O=C(O)c1ccc2c(c1)OCCOCCOCCOCCOCCO2 | -12.1% | 0.1% | -1.6% | -0.9% | 4.8% | -2.1% | -4.7 | -10.0% | -2.2% | 4.5% | 4.7%
CCc1cccc(CC)c1C(O)c1cccnc1 (stereo not given) | -6.9% | -6.8% | -3.7% | 0.0% | -1.1% | -7.3% | -5.2 | 4.4% | -5.1% | -0.7% | 0.0%
